Screening results: PubChem BioAssay, National Center for Advancing Translational Sciences (NCATS)
POLH inh: blocks human DNA polymerase eta activity. Q9Y253. recombinant Pol eta, fluorescent DNA replication assay. Potency, µM (highest dose often 114 µM), for the others: at the top dose activity change, negative = inhibition, most hits filed as inhibitors. 390,000 compounds, 1.2% hits. AID 588591; note: % is set by controls: 0 for no effect and ±100 for the full control effect
Target sequence (Q9Y253 whole entry, looked up): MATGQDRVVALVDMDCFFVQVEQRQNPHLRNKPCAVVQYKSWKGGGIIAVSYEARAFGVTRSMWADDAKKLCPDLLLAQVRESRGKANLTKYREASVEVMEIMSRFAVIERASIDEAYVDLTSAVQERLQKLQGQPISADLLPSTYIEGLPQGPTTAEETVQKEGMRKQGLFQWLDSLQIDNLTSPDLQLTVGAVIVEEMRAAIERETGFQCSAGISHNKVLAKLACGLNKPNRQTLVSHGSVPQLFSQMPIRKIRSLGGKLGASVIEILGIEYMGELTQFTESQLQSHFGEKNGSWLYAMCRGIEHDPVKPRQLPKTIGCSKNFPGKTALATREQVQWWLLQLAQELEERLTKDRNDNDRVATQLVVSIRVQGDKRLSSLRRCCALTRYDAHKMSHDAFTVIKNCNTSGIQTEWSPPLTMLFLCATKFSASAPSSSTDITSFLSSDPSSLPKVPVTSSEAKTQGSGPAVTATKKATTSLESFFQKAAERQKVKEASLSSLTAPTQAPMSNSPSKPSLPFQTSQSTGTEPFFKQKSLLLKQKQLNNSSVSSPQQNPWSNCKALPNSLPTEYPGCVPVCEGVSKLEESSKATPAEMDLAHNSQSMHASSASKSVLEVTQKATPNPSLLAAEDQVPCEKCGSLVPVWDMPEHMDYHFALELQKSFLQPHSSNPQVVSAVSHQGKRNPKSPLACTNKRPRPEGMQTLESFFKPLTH
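Pol eta (10 nM) was preincubated with compounds for 15 min at room temperature, after which fluorescent replication substrate (50 nM final) was added to start the reaction. Fluorescence was read kinetically at 0 and 10 min.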
BLM inh: blocks DNA unwinding by human BLM helicase | P54132 | recombinant BLM DNA unwinding, fluorescence dequenching | Potency, µM (doses to about 56.1 µM), inactives show at the highest dose activity change, negative = inhibition, most hits filed as inhibitors | 350,000 compounds, 0.2% hits;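 note: plate controls were vehicle for no effect and no enzyme for full effect; nearly all actives have a fitted effect of over 35% in size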
G9a inh: inhibitors of human histone lysine methyltransferase G9a. Q96KQ7. G9a H3K9 monomethylation, AlphaScreen, 2 h. Potency, µM (highest dose often 102 µM), for inactives: at the top dose activity, negative = inhibition, most hits filed as inhibitors. 350,000 compounds, 8.8% hits. AID 504332; note: % is set by controls: 0 for no effect and ±100 for the full control effect; nearly all actives have a fitted effect of over 75% in size
Target sequence (Q96KQ7 913-1193 limits assumed): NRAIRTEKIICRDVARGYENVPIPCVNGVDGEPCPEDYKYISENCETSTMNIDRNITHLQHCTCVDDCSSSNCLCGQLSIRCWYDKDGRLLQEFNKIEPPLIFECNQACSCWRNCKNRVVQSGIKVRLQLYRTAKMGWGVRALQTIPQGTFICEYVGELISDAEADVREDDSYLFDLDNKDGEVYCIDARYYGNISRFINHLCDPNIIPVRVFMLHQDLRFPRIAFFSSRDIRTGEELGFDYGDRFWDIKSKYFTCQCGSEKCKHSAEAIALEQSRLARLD
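Compounds were preincubated with 20 nM G9a for 15 min, after which biotinylated H3K9 peptide (500 nM) and SAM (20 uM) started a 2 h room-temperature reaction. Monomethylated product was quantified by antibody-based AlphaScreen chemiluminescence.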
POLI inh: DNA polymerase iota (human) inhibition; Q9UNA4; Pol iota fluorescent replication assay, 10 min; Potency, µM (highest dose often 115 µM), for the others: at the highest dose activity, negative = inhibition, usual class: inhibitors; 390,000 compounds, 1% hits; AID 588590
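Fluorescent replication assay read twice, at 0 min and 10 min after adding 50 nM (final) substrate. Enzyme (10 nM) and compounds were first incubated 15 min at room temperature; enzyme-free buffer wells were negative controls.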
POLB inh: inhibitors of human DNA polymerase beta; Pol beta primer extension/strand displacement, fluorescence kinetic; P06746; Potency, µM (highest dose often 114 µM), without a hit: top-dose activity change, negative = inhibition, usual class: inhibitors; 340,000 compounds, 1.3% hits; note: % is set by controls: 0 for no effect and ±100 for the full control effect
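Homogeneous kinetic assay of primer extension and strand displacement by 10 nM Pol beta, preincubated 15 min at room temperature with compound before 50 nM substrate (final) was added. Read at 0 and 10 min; four-parameter Hill fit.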
POLK inh: inhibitors of human DNA polymerase kappa; Q9UBT6; purified Pol kappa, fluorescent DNA synthesis assay, 10 min; Potency, µM (top dose mostly 107 µM), for inactives: top-dose activity, negative = inhibition, hits mostly inhibitors; 400,000 compounds, 0.53% hits; note: % is set by controls: 0 for no effect and ±100 for the full control effect
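First, compounds were pin-transferred onto 10 nM Pol kappa. After 15 min at room temperature, substrate was added to 50 nM final. Fluorescence was then measured kinetically at 0 and 10 min.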
Apoferritin bind: candidate novel general anesthetic via apoferritin binding. P02791. apoferritin/1-aminoanthracene competitive binding, fluorescence. Potency, µM (series often up to 77.5 µM), for the others: at the top dose activity change, negative = displacement, actives largely listed as inhibitors. 350,000 compounds, 0.074% hits. AID 485281; note: % is set by controls: 0 for no effect and ±100 for the full control effect; nearly all actives have a fitted effect of over 20% in size
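In PBS, apoferritin at 10 uM is loaded with 1-AMA from a 50% saturated solution. After 10 min of compound exposure at ambient temperature, reduced 535 nm fluorescence indicates probe displacement.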
BAZ2B block: BAZ2B (human) inhibition; Q9UIF8; AlphaScreen BAZ2B-H3K14Ac peptide displacement; Potency, µM (series often up to 114 µM), for the others: at the highest dose activity change, negative = inhibition, most hits filed as inhibitors; 360,000 compounds, 4.4% hits; note: % is set by controls: 0 for no effect and ±100 for the full control effect; nearly all actives have a fitted effect of over 60% in size
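AlphaScreen luminescence quantifies BAZ2B engagement of H3K14Ac peptide; the protein and biotinylated peptide are both at 50 nM final, buffer PBS pH 7.4 with 0.01% Tween-20, all steps at room temperature.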
APE1 inh: inhibitors of human APE1 endonuclease; Potency, µM (top dose mostly 65.8 µM), for inactives: at the top dose activity change, negative = inhibition, usual class: inhibitors; AID 2517; recombinant APE1, TAMRA/BHQ-2 abasic DNA cleavage fluorescence; 350,000 compounds, 0.35% hits; P27695;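 note: plate controls were vehicle for no effect and reference inhibitor for full effect; nearly all actives have a fitted effect of over 55% in size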
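Incision of a quenched TAMRA/BHQ-2 THF abasic-site duplex (50 nM) by 0.75 nM APE1, after 15 min compound preincubation, measured as fluorescence increase over three 60 s reads. Values normalized to buffer, DMSO and NSC13755 control wells.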
An asterisk follows results filed as active; ? = inconclusive; . = no result given; & = joins results of further samples; [ ] = remark or other dose. Calls come from the whole dose curve; as a rule, active = well fitted curve in the direction sought with a large enough effect; inconclusive = small, poorly fitted or top-dose-only effect, or another doubt; inactive = no such curve, though single readings can be large; an effect the other way counts as inactive or inconclusive. Potency is the fitted concentration of half-maximal effect.

smiles	POLH inh	BLM inh	G9a inh	POLI inh	POLB inh	POLK inh	Apoferritin bind	BAZ2B block	APE1 inh
COc1ccc(-n2c(=O)c3ccc(C(=O)NCc4ccc(C)cc4)cc3n(Cc3ccc(F)cc3Cl)c2=O)cc1	-12%	3%	-6%[59 µM]	10%	-9%	-4%	-1%	.	.
CSc1ccc(Cl)c(C(=O)OCC(=O)NCC(C)C)c1	3%	-3%	3%[59 µM]	3%	48%	-19%	-14%	15%	7%
COCCNC(=O)CSc1nc(-c2ccc(C)cc2)nc2c1c(=O)n(C)c(=O)n2C	.	-2%	12%[59 µM]	0%	26%	-1%[60.1 µM]	-9%	-1%	.
Cn1c2c(c(=O)n(C)c1=O)C1(C(=O)Nc3ccccc31)C(C#N)=C(N)O2 (configuration not stated)	-2%	-1%	0%[0.0925 µM]	-11%	-2%	3%	-7%	0%	14%
CN(Cc1ccco1)C(=O)CN1C(=O)NC2(CCCCC2)C1=O	-6%	.	25%[12.7 µM]	?	.	-44%	.	-39%	-6%
O=C(Cn1nc(-c2ccccc2)ccc1=O)NCc1ccc(F)cc1Cl	-11%	-1%	0%[59 µM]	3%	-5%	-12%[60.1 µM]	11µM*	1%	.
CCN(c1ccccc1)S(=O)(=O)c1ccc2[nH]cc(C(=O)N3CCOCC3)c(=O)c2c1	?	-4%	3%[59 µM]	?	?	-40%	-10%	-8%	?
Cc1cccc(N2CCN(C(=O)c3cccc(N4C(=O)C5C6C=CC(C6)C5C4=O)c3)CC2C)c1 (configuration not stated)	-10%	0%	-45%	21%	23%	9%	-16%	-26%	6%
Cc1ccc(S(=O)(=O)Nc2cc(Cl)c3oc4c(c3c2)CCCC4)cc1	-17%	-5%	-28%[59 µM]	-28%	-19%	-20%	45%	-37%	.
O=C(CSc1nncn1-c1ccccc1)Nc1cc(Cl)cc(Cl)c1	4%	-4%	8%[59 µM]	16%	33%	-4%	-5%	-1%	15%
COc1ccccc1COCC(O)CNCCc1ccc(C(F)(F)F)cc1 (configuration not stated)	-15%	1%	4µM*	18%	12%	23%	-9%	25µM*	-4%
O=C(Nn1cnnc1)c1cc(-c2ccccn2)nc2ccccc12	?	-3%	-33%[12.7 µM]	16%	26%	4%	2%	-32%	-3%
O=C(Cc1c(Cl)cccc1Cl)NC1CC1	-22%	-3%	15%[2.33 µM]	11%	26%	-3%	-11%	11%	20%
CC(C)(CO)NC(=O)c1ccc2nc(Cc3cccc(Cl)c3)oc2c1	-5%	0%	32%	-10%	6%	0%	-9%	-6%	7%
CCN(CC)CCN(Cc1cc2cc(C)cc(C)c2[nH]c1=O)C(=S)NCc1ccco1	-17%	-3%	?	1%	20%	2%	-9%	-12%	0%
C=C1/C(=C\C=C2/CCC[C@]3(C)[C@@H]([C@H](C)CCCC(C)(C)O)CC[C@@H]23)C[C@@H](O)C[C@@H]1O	.	-6%&-9%&-16%	?	.	-10%	-15%[19.4 µM]	?	-23%	-1%&-3%
O=C(NCc1ccc(Cl)cc1)[C@@H]1CCCN1S(=O)(=O)c1ccc(Cl)cc1	-19%	.	.	78%[activator]	.	-18%	.	.	4%
Brc1ccc(CNCCCSc2nnnn2-c2ccccc2)cc1	.	-7%	0%[59 µM]	-23%	-1%	5%	-17%	-19%	.
CCCOc1ccc(C2C(=O)N(C3CCCCC3)CC(=O)N2CCCOCC)cc1OC (configuration not stated)	-13%	1%	7.9µM*	8%	6%	-6%	-11%	5%	-6%
CC1N=C2c3ccccc3N=C(SCc3cc(=O)n4cc(Cl)ccc4n3)N2C1=O (configuration not stated)	1%	5%	?	-6%	?	-13%	-1%	-8%	0%
COc1ccccc1OCCn1c(-c2ccc(Br)cc2)nc2ccccc2c1=O	-19%	0%	-2%[59 µM]	-22%	10%	-23%	2%	-30%	.
Cc1ccc(C(C)C)c(OCCn2ccnc2C)c1	-19%	-7%	10µM*	166%[activator]	0%	-8%	-16%	50µM*	21%
Cc1ccc(S(=O)(=O)N2CCN(C(=O)c3ccc4ccccc4n3)CC2)c(C)c1	-7%	.	2%[2.33 µM]	5%	.	-3%	.	50µM*	33%
COc1cccc(CNC(=O)CSc2cc(C)[nH]c(=O)n2)c1	2%	0%	-3%[59 µM]	6%	-12%	-6%[60.1 µM]	-4%	-4%	.
COCCN(C(=O)COC(=O)c1cccnc1SC)c1c(N)n(Cc2ccccc2)c(=O)[nH]c1=O	2%	.	-46%	26%	.	2%	.	6%	54%

Brought forward from above: 3 entries, followed by the next part.
smiles	POLH inh	BLM inh	G9a inh	POLI inh	POLB inh	POLK inh	Apoferritin bind	BAZ2B block	APE1 inh
Cc1ccc(S(=O)(=O)N2CCN(C(=O)c3ccc4ccccc4n3)CC2)c(C)c1	-7%	.	2%[2.33 µM]	5%	.	-3%	.	50µM*	33%
COc1cccc(CNC(=O)CSc2cc(C)[nH]c(=O)n2)c1	2%	0%	-3%[59 µM]	6%	-12%	-6%[60.1 µM]	-4%	-4%	.
COCCN(C(=O)COC(=O)c1cccnc1SC)c1c(N)n(Cc2ccccc2)c(=O)[nH]c1=O	2%	.	-46%	26%	.	2%	.	6%	54%
Cc1nc(CC(=O)c2c(C)cc(O)cc2O)cs1	5%	0%	14%	?	3%	-2%	-15%	7%	?
CN(Cc1c(F)cccc1Cl)C(=O)CCc1c[nH]c2ccccc12	?	-10%	?	-12%	7%	-1%	-1%	71µM*	-2%
O=C(/C=C/c1cccc(OCc2ccccc2)c1)c1cccnc1	-19%	-7%	?	3%	33%	0%	-15%	-10%	17%
C[C@H](CO)N1C[C@H](C)[C@@H](CN(C)S(=O)(=O)c2ccc(F)cc2)Oc2ccc(NS(=O)(=O)c3cccs3)cc2C1=O	-13%	.	.	-2%	.	-13%	.	.	-4%
CC(C)CCOc1ccc(/C=N/N2C(=O)CSC2=S)cc1	-3%	-6%	-4%	?	26%	-10%	-2%	-20%	-4%
O=S(=O)(c1cccc(-c2nnc(SC(F)F)n2-c2ccccc2)c1)N1CCCCC1	-5%	-2%	5%[59 µM]	3%	-7%	-3%	?	10%	-6%
Cc1cc(NCCCCO)n2c(nc3ccccc32)c1C#N	-7%	3%	2%[59 µM]	-4%	1%	-18%	320%[activator]	?	16%
CN(C(=O)C1CCC1C(=O)O)c1nc(-c2ccc(Cl)s2)cs1 (configuration not stated)	-14%	-3%	1%	32%[activator]	-16%	-4%	2%	-15%	2%
COc1cc(/C=N/NC(=O)c2ccc(N3CCCC3=O)cc2)ccc1O	?	-11%	66%	?	11%	-34%	-20%	-4%	14%
CCN(Cc1ccccc1)C(c1ccc(C)cc1)c1nnnn1C(C)(C)C (configuration not stated)	-22%	-4%	50%	17%	-2%	-14%	-4%	-3%	1%
CC(C)(CC(=O)O)CC(=O)Nc1ccc2c(c1)ncn2CCc1ccccc1	-8%	0%	-12%	38%[activator]	19%	3%	-9%	2%	20%
CCn1c(SCC(=O)Nc2oc(-c3ccccc3)c(-c3ccccc3)c2C#N)nnc1-c1ccncc1	71µM*	-26%	7.9µM*	?	0%	?	-12%	?	2%
COc1ccccc1NC(=O)C(C)OC(=O)c1cc2ccccc2[nH]1 (configuration not stated)	-27%	.	-47%[12.7 µM]	1%	.	-12%	.	-1%	3%
Cc1ccc(S(=O)(=O)N(C(=O)c2ccncc2)c2ccc(OC(=O)c3ccncc3)c3ccccc23)c(C)c1	-19%	-8%	1.6µM*	8%	-2%	-9%	?	?	-2%
CCCc1cc(=O)[nH]c(SCc2cccnc2)n1	-18%	0%	36%[59 µM]	14%	1%	0%	8%	32%[activator]	-2%
COc1cccc(CN2C(=O)N(C(C)C)C(N(O)C(=O)NC(C)C)C2(C)C)c1OC (configuration not stated)	-30%	-4%	?	16%	3%	-8%	-9%	1%[57.1 µM]	14%
Cc1ccc(N(CC(=O)NCCSc2ccccn2)S(=O)(=O)c2ccc(F)cc2)cc1	-6%	-9%	0%	35%[activator]	?	-3%	-15%	-2%	-3%
COCCNC(=O)C1CC2Cn3c(nc4cc(C)c(C)cc43)C2N1C (configuration not stated)	-10%	-1%	26%[59 µM]	?	36%	-10%	5%	9%	17%
Cn1c(=O)cc(SCC(=O)N2CCCC2)c2ccccc21	-12%	-2%	9%[12.7 µM]	31%[activator]	1%	-3%	-5%	-5%	-3%
O=C(O)c1ccccc1NS(=O)(=O)c1cccc2nsnc12	-6%	0%	.	-4%	5%	-6%	-17%	32%[activator]	6%
S=C1NCN(Cc2ccco2)CN1c1cccc2ccccc12	-4%	1%	-36%	-1%	51%	-18%	-9%	-23%	0%
O=C(C1CCCO1)N1CCN(C(=S)Nc2ccc(Br)cc2)CC1 (configuration not stated)	-14%	-1%	.	-11%	4%	-9%	-2%	1%	1%
CC(=O)NC(Cc1ccc(F)cc1)C(=O)NC1CCN(C(=O)Nc2ccccc2C)CC1 (configuration not stated)	-7%	0%	-24%	5%	11%	0%	-7%	15%	58%
O=C(CSc1nc2ccccc2n1Cc1ccc(Cl)cc1)N/N=C/c1ccc(C(=O)O)cc1	-8%	3%	-6%	34%[activator]	24%	-1%	-2%	.	17%
O=C(O)CCS(=O)(=O)Cc1cccc(Cl)c1	-9%	2%	-4%	11%	26%	-5%	-6%	-3%	0%
CC(=O)Nc1ccc(NC(=O)C(C)OC(=O)c2cccs2)cc1 (configuration not stated)	-12%	.	8%[2.33 µM]	42%[activator]	.	-1%	.	-9%	47%[activator]
Cc1noc(C)c1CSCC(=O)Nc1cc(C(F)(F)F)ccc1N1CCCCC1	-20%	.	40µM*	19%	.	-8%	.	5%	32%

An excerpt from above in order of the Apoferritin bind value, rising.
mol | POLH inh | BLM inh | G9a inh | POLI inh | POLB inh | POLK inh | Apoferritin bind | BAZ2B block
CCCOc1ccc(C2C(=O)N(C3CCCCC3)CC(=O)N2CCCOCC)cc1OC (configuration not stated) | -13% | 1% | 7.9µM* | 8% | 6% | -6% | -11% | 5%
S=C1NCN(Cc2ccco2)CN1c1cccc2ccccc12 | -4% | 1% | -36% | -1% | 51% | -18% | -9% | -23%
Cn1c(=O)cc(SCC(=O)N2CCCC2)c2ccccc21 | -12% | -2% | 9%[12.7 µM] | 31%[activator] | 1% | -3% | -5% | -5%

Only part of the results is shown; the hit share may differ from the screen's.
